HT1080 IDH1KD tx: HT-1080 IDH1 knockdown cell toxicity (counter line). HT-1080 IDH1 knockdown viability, ATP luminescence, 48 h. Potency, µM (top dose mostly 46.1 µM), inactives show at the top dose activity, negative = toxicity, actives largely listed as cytotoxic. 360,000 compounds, 2% hits;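 further: potency means the concentration at half of the fitted maximal effect; 0% = DMSO wells and -100% = cell-free medium wells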
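Viability of IDH1-knockdown HT-1080 fibrosarcoma cells was assessed by CellTiter-Glo after 48 h at 37 °C with titrated compound; concentration-effect curves were classified by fit quality and response size.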
SW480 rerep: induces DNA re-replication in SW480 colon adenocarcinoma cells. 340,000 compounds, 1.8% hits. SW480 DNA re-replication, Hoechst DNA content imaging, 48 h. Potency, µM (series often up to 46.1 µM), without a hit: at the top dose re-replication activation, usual class: activators; further: potency means the concentration at half of the fitted maximal effect; % of control where 0% means no effect; nearly all actives have a fitted effect of over 55% in size
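Image-based read-out: total Hoechst fluorescence of nuclei (405 nm excitation, 500-530 nm emission), with hits raising the fraction of high-intensity nuclei. SW480 colon cells incubated 48 hr with compounds at 37 C.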
WRN inhibitor: WRN helicase (human) inhibition | Q14191 | WRN helicase unwinding, fluorescent forked duplex, kinetic | Potency, µM (top dose mostly 114 µM), without a hit: at the top dose activity change, negative = inhibition, most hits filed as inhibitors | 360,000 compounds, 0.46% hits; further: potency means the concentration at half of the fitted maximal effect; on the % scale 0 is the no-effect control and ±100 the full control effect; nearly all actives have a fitted effect of over 55% in size
Target sequence (Q14191 whole entry, looked up): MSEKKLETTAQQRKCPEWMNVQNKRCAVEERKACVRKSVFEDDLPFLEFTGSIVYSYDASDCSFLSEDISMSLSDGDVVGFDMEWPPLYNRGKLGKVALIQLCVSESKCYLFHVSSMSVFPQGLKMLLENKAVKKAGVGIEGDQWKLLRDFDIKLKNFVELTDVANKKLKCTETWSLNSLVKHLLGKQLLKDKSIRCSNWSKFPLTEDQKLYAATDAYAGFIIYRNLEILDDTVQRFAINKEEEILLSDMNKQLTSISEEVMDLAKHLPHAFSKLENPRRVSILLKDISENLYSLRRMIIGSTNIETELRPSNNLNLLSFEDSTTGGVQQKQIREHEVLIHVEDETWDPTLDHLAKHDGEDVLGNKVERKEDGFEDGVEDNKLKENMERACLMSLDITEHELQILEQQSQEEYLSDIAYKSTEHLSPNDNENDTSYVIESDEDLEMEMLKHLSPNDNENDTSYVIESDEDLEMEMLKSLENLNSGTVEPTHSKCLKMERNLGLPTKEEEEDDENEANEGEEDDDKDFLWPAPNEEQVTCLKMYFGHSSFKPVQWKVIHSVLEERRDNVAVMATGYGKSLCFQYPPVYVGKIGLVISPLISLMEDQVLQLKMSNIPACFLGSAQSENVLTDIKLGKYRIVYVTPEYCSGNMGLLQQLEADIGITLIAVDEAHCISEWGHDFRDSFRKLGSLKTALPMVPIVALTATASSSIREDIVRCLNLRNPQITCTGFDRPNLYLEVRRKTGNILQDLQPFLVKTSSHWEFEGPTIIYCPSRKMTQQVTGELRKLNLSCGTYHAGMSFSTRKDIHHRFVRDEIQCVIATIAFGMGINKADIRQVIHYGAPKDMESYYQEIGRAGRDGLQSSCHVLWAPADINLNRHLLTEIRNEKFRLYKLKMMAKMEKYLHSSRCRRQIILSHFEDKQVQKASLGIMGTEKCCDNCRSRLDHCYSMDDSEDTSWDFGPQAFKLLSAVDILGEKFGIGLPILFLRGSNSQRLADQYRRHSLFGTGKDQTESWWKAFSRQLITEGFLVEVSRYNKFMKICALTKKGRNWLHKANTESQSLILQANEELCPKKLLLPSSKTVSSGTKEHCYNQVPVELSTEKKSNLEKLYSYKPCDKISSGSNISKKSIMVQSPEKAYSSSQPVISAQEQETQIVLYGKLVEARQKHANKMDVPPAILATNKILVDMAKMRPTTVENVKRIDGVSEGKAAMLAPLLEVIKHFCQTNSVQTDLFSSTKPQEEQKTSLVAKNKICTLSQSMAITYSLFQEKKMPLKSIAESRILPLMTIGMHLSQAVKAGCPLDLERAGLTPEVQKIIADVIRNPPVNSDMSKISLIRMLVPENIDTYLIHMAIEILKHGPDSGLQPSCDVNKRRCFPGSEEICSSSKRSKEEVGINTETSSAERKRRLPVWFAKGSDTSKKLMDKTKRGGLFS
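Fluorescence dequenching readout, ex 525 nm/em 598 nm, kinetic mode: forked duplex DNA (100 nM final) with adjacent fluorophore and quencher unwound by WRN (20 nM final) with 2 mM ATP. Compound preincubation 15 min, room temperature.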
IL1B secr inh: blocks inflammasome-driven IL-1 beta release. activity change, % at 57.5 µM. 360,000 compounds, 4.7% hits. THP-1 LPS/ATP IL-1B secretion, AlphaLISA, 16 h; hits give low values; in the data active means activity change below about -50%; inconclusive means mostly about -30% to -49%; further: on the % scale 0 is the no-effect control and ±100 the full control effect
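Secreted IL-1B measured by AlphaLISA bead assay after 16 h compound exposure of THP-1 cells; compounds (final up to 57.5 uM) added 1 h before LPS (250 ng/mL) and ATP (1.25 mM) stimulation; lower signal means less secretion.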
HT1080NT lethal: kills 2HG-producing HT-1080-NT fibrosarcoma cells; HT-1080-NT fibrosarcoma viability, CellTiter-Glo ATP luminescence, 48 h; Potency, µM (series often up to 46.1 µM), without a hit: top-dose activity, negative = less viability, usual class: cytotoxic; 360,000 compounds, 1.6% hits;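 further: NT is the 2HG producing partner of a matched IDH1 knockdown line; potency means the concentration at half of the fitted maximal effect; 0% = DMSO-treated cells and -100% = media-only wells without cells; nearly all actives have a fitted effect of over 55% in size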
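Fibrosarcoma NT cells, 750 per well in 5% FBS RPMI, were exposed to compound for 48 hours. Viability: CellTiter-Glo luminescence.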
KB-3-1 cytotox: kills parental KB-3-1 adenocarcinoma cells; KB-3-1 viability, CellTiter-Glo ATP luminescence, 72 h; Potency, µM (top dose mostly 46.1 µM), without a hit: at the top dose activity change, negative = cytotoxic, most hits filed as cytotoxic; 400,000 compounds, 1.4% hits; further: potency means the concentration at half of the fitted maximal effect; on the % scale 0 is the no-effect control and ±100 the full control effect; nearly all actives have a fitted effect of over 60% in size
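KB-3-1 parental drug-naive adenocarcinoma cells in DMEM/10% FBS, incubated 72 h at 37 C with pin-transferred compounds across a concentration series. Viability by CellTiter-Glo luminescence; concentration-response curves fitted after normalization.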
KB-V1 cytotox: kills drug-selected multidrug resistant KB-V1 cells; KB-V1 MDR cells viability, CellTiter-Glo, 72 h; Potency, µM (doses to about 46.1 µM), without a hit: at the highest dose activity change, negative = cytotoxicity, usual class: cytotoxic; 400,000 compounds, 3.4% hits; further: potency means the concentration at half of the fitted maximal effect; on the % scale 0 is the no-effect control and ±100 the full control effect; nearly all actives have a fitted effect of over 60% in size
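KB-V1 cells (P-gp-expressing MDR subline of KB-3-1) in phenol-red-free DMEM with 10% FBS were exposed to library compounds over a concentration series for 72 h at 37 degrees C. Viability read by CellTiter-Glo luminescence; concentration-effect curves fitted after normalization.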
ATXN2 expr inh: ATXN2 expression inhibition; HEK-293 ATXN2-luciferase reporter, luminescence, 24 h; Potency, µM (highest dose often 57 µM), without a hit: top-dose activity change, negative = inhibition, hits mostly inhibitors; 360,000 compounds, 0.72% hits; AID 1745845; further: potency means the concentration at half of the fitted maximal effect; on the % scale 0 is the no-effect control and ±100 the full control effect; nearly all actives have a fitted effect of over 55% in size
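ATXN2-luciferase reporter cells (luciferase flanked by upstream and downstream ATXN2 gene portions) were treated 24 h at 37 °C with compounds at up to 57 uM. SteadyGlo luminescence gave expression; GF-AFC fluorescence gave viability.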
MCF10A rerep: inducers of DNA re-replication in MCF 10A breast cells; MCF 10A DNA re-replication, Hoechst nuclear intensity, 48 h; 350,000 compounds, 2.9% hits; AID 624296; Potency, µM (highest dose often 46.1 µM), for inactives: at the top dose activity, positive = re-replication, most hits filed as activators; further: potency means the concentration at half of the fitted maximal effect; % of control where 0% means no effect; nearly all actives have a fitted effect of over 50% in size
Starred values were filed as active, the others as inactive; ? = inconclusive; / = no result given; [ ] = another dose, or the depositor's remark. Unless noted, the call rests on the fitted dose curve; in most records, active means well fitted curve in the direction sought with a large enough effect; inconclusive means small, poorly fitted or top-dose-only effect, or another doubt; inactive means no such curve, though single readings can be large; an effect the other way counts as inactive or inconclusive. Hits appear at their usual frequency; overall some 12% were active at least once.

Molecule	MCF10A rerep	HT1080NT lethal	KB-V1 cytotox	IL1B secr inh	ATXN2 expr inh	HT1080 IDH1KD tx	SW480 rerep	KB-3-1 cytotox	WRN inhibitor
CC1CC[C@@]2(OC1)O[C@H]1CC3[C@@H]4C[C@@H](O)[C@@]5(O)C[C@@H](O)[C@H](O)C[C@]5(C)[C@H]4CC[C@]3(C)[C@H]1[C@@H]2C (some centres not stated)	0%	15%	23%	15	-30%	2%	-3%	5%	6%
O=S(=O)(NCc1cccs1)NCc1ccccc1F	-7%	-1%	7%	9	5%	9%	2%	20%	-1%
Cc1ccc[n+](CC(=O)c2ccc(NC(=O)c3ccccc3)cc2)c1	11%	1%	11%	-10	-6%	4%	-2%	-4%	-14%
Cc1ccc(CN(C)C(=O)c2cccc(S(=O)(=O)N3CCc4ccccc43)c2)cc1	1%	?	-22%	-22	?	?	20%	-12%	-1%
O=C1CCc2cc(NS(=O)(=O)c3ccc(F)cc3)cc3c2N1CCC3	23%	6%	-2%	20	14%	3%	-7%	-17%	8%
O=C(CN1CCCCC1)Nc1cc(Cl)ccc1Oc1ccccc1	31%	-21%	?	3	-5%	-20%	10%	?	4%
CCCn1c(CCNc2nc(-c3cccc(Br)c3)cs2)nc2ccccc21	-5%	14%	0%	23	4%	15%	4%	0%	-1%
C/C(=N\NS(=O)(=O)c1ccc(C)c([N+](=O)[O-])c1)c1cccs1	16%	2%	?	12	12%	-13%	-12%	-6%	-6%
COc1ccc(NS(=O)(=O)c2ccc(F)c(F)c2F)cc1S(=O)(=O)N1CCOCC1	-3%	10%	10%	11	4%	0%	2%	-30%	4%
CCOC(=O)NC(=S)Nc1ccc(C(C)(C)C)cc1	0%	-30%	-6%	17	13%	?	-1%	-19%	-6%
CCOC(=O)c1c(-c2ccc(C)cc2)csc1NC(=O)/C(C#N)=C/c1ccc(O)c(OC)c1	21µM*	-1%	-20%	-22	-39%	-2%	?	-5%	-35%
CCOC(=O)C(C)Sc1nnc(-c2c[nH]c3ccccc23)n1C (configuration not stated)	-2%	-20%	-4%	?	1%	3%	-3%	9%	8%
COCCN(CCOC)C(=O)c1ccc(SCc2ccc(C)cc2)c([N+](=O)[O-])c1	-2%	14%	-2%	21	/	12%	20%	13%	-4%
O=C(CCN1CCCCC1)NCNC(=O)CCN1CCCCC1	-4%	18%	11%	-14	5%	8%	-2%	2%	-6%
COc1ccc(C(=O)Nc2ccc3c(c2)OCCO3)cc1Br	-38%[9.22 µM]	-5%	-4%	?	65%[activator]	6%	-40%[inhibitor]	-1%	1%
CC1CN(C(=O)CNC(=O)Cc2cccc3ccccc23)CC(C)O1 (configuration not stated)	4%	5%	15%	10	8%	2%	6%	9%	-2%
CCOC(=O)C1CCN(C(=O)COC(=O)CN(C)S(=O)(=O)c2ccc(NC(C)=O)cc2)CC1	7%	1%	-3%	34	-9%	2%	0%	18%	4%
CCC(C)Sc1cccc(-c2nc3ccc(Cl)cn3c2NCc2ccccc2)c1 (configuration not stated)	?	?	?	-54*	-32%	?	27%	-17%	-13%
COC(=O)c1c(C)c(C)nc(N)c1C#N	6%	8%	2%	-8	-5%	9%	3%	5%	1%
O=C(NCc1cn2ccccc2n1)c1ccc(Br)o1	3%	-1%	3%	-8	-15%	-6%	-9%	1%	-8%
O=[N+]([O-])c1cccc2c(S(=O)(=O)N3CCCCC3)cccc12	22%	-18%	-7%	-17	-10%	-5%	-2%	-10%	6%
COCCn1c(-c2ccsc2)nc2c1c(=O)[nH]c(=O)n2CC(C)C	17%	16%	-19%	-19	-2%	13%	0%[9.22 µM]	-1%	4%
COc1ccccc1-n1cnnc1SCC(=O)c1c[nH]c2ccccc12	11%	0%	13%	11	-2%	-8%	9%	12%	5%
CC(C)Oc1ccc(CN2CCC2(C)C(=O)NCc2cccc3ccccc23)cc1 (configuration not stated)	/	18µM*	?	-19	?	?	/	?	0%
Cc1sc2ncn(CC(=O)NCCCC(=O)N3CCC(C)CC3)c(=O)c2c1C	-5%	10%	?	15	2%	16%	0%	16%	-1%
C=CCNC(=O)C(C)N1c2cccc3cccc(c23)S1(=O)=O (configuration not stated)	?	7%	-27%	27	-12%	19%	-3%	-3%	3%
COc1ccc(OC)c(CN2C(=O)c3ccccc3C2C(=O)NCC2CCCO2)c1 (configuration not stated)	-4%	23%	-1%	5	8%	14%	1%	16%	2%
COC(=O)c1ccccc1NC(=O)CSc1nc2c(c(=O)[nH]1)CCC2	-2%	0%	-7%	13	3%	10%	28%	-25%	-6%
CCN(c1ccc(NC(=O)COC(=O)c2ccc([N+](=O)[O-])o2)cc1)C(C)C	?	9%	/	0	-6%	-16%	?	/	-25%
CNS(=O)(=O)c1cccc(C(=O)OCC(=O)Nc2ccc(Cl)cc2F)c1	1%	18%	?	3	5%	4%	?	?	-9%

More entries:
Molecule	MCF10A rerep	HT1080NT lethal	KB-V1 cytotox	IL1B secr inh	ATXN2 expr inh	HT1080 IDH1KD tx	SW480 rerep	KB-3-1 cytotox	WRN inhibitor
CCOc1ccc(C(=O)Nc2cccc(SC)c2)cc1	0%	0%	0%	-80*	47%	-9%	0%	-3%	-5%
Cc1ccc(S(=O)(=O)NCC2CCC(C(=O)NCc3cccs3)CC2)cc1 (configuration not stated)	1%	-16%	-7%	8	/	-7%	-88%[inhibitor]	5%	-3%
O=S(=O)(c1ccc(Oc2ccc(Cl)cc2)c(S(=O)(=O)N2CCCCC2)c1)N1CCCCC1	19%	12%	3.3µM*	13	2%	8%	-11%	-15%	2%
COc1ccc(CN2CCN(S(=O)(=O)c3ccccc3)CC2)cc1Br	23%	15%	-14%	20	-6%	9%	5%	-27%	-10%
O=C1NC(=O)c2cc(Oc3ccc([N+](=O)[O-])cc3)ccc21	2%	-5%	6%	16	/	1%	-13%	0%	-1%
Cc1ccc(-n2c(N)c(C(=O)Nc3c(C)n(C)n(-c4ccccc4)c3=O)c3nc4ccccc4nc32)cc1	1%	-3%	23µM*	-30	30µM*	-7%	1%	?	-11%
Cc1ccc2nc(CCl)[n+]([O-])c(-c3ccccc3)c2c1	18%	-11%	-9%	?	-1%	-8%	?	-7%	79µM*
O=C(CCN1C(=O)S/C(=C\c2ccc(F)cc2)C1=O)Nc1ccc(C(=O)O)c(O)c1	2%	-1%	-4%	-5	/	8%	?	2%	-10%[11.6 µM]
C[C@@H]1CCCCO[C@H](CN(C)C(=O)Nc2ccc(C(F)(F)F)cc2)[C@@H](C)CN([C@H](C)CO)C(=O)c2cc(NC(=O)Nc3ccc4c(c3)OCO4)ccc2O1	/	-35%	-14%	-11	-35%	-23%	/	-4%	-3%
C#CCn1cc(C=C2C(=O)c3ccccc3C2=O)c2ccccc21	15%	-5%	-5%	7	/	3%	?	-1%	-3%
Cc1cc(C)c2c(=O)[nH]c(SCC(=O)Nc3ccc(Br)cc3)nc2n1	12µM*	-2%	-3%	-3	-2%	-1%	27%	-9%	-11%
NC(=O)CN1CCN(C(=O)Nc2ccccc2)CC1	-4%	-4%	6%	-24	5%	-5%	0%	0%	-6%
C=CCNC(=S)NNC(=O)COc1ccc2cc(Br)ccc2c1	26%	-8%	?	?	30%[activator]	-19%	6%	-2%	6%
CCOC(=O)/C=C1\CC(=O)Nc2nonc2N1	1%	3%	30%	31	1%	1%	-1%	14%	-8%
Cc1ccc(S(=O)(=O)N2CCN(C(=O)c3ccc(COc4ccccc4)o3)CC2)cc1	4%	-16%	18%	-14	-12%	-10%	5%	-3%	-8%
N/C(=N\OC(=O)c1cccc(C(F)(F)F)c1)c1cnccn1	-9%	-2%	-9%	?	37%	-4%	-33%[inhibitor]	-4%	0%
COc1ccc(-c2nc(CS(=O)CC(=O)NCCc3ccc(OC)c(OC)c3)c(C)o2)cc1 (configuration not stated)	2%	6%	-14%	-8	2%	6%	-1%	21%	2%
CC(=O)NCCc1nc2ccccc2n1CCOc1ccc(C)cc1	10%	-8%	-23%	16	-6%	-7%	-8%	1%	-3%
Cc1ccc(/C=N/NC(=O)C2(O)c3ccccc3-c3ccccc32)o1	-12%	3%	0%	0	35%	15%	-74%[inhibitor]	0%	-2%
O=C(N=Nc1c(O)[nH]c2ccccc12)c1cccc(S(=O)(=O)N2CCCCC2)c1	1%	3%	2%	32	0%	18%	-4%	5%	-11%
CNC(=O)c1ccsc1NC(=O)c1ccc(S(=O)(=O)N2CCCc3ccccc32)cc1	23%	-14%	?	-18	?	-3%	9%	8.2µM*	-8%
COc1ccc(S(=O)(=O)Cc2ccc(C(=O)NC3CC3)o2)cc1	16%	20%	8%	14	4%	1%	1%	5%	5%
CCOc1ccc(/C=N/OCC(=O)NCc2cccs2)cc1	0%	4%	-28%	-1	-1%	0%	-5%	6%	-31%[57.1 µM]
Cc1nn(Cc2ccccc2Cl)c(C)c1NC(=O)Cn1nc([N+](=O)[O-])c(Cl)c1C	-6%	7%	22%	21	-2%	13%	-8%	15%	4%
CC(=O)NC(CC(=O)Nc1cccc(S(=O)(=O)N2CCCC2)c1)c1ccccc1 (configuration not stated)	0%	6%	-7%	13	2%	6%	-4%	0%	-19%
c1ccc(Cc2c[nH]c3ccccc23)cc1	7%	-21%	1%	17	-7%	-26%	-1%	-3%	-5%
Cc1nn(C)c(C)c1NC(=O)c1cc2nc(-c3ccco3)cc(C(F)(F)F)n2n1	11%	16%	0%	-16	-2%	0%	2%	?	-4%

Compound activity (PubChem)
